Assay outcomes (PubChem)
aGlu spleen mod = qHTS Assay for Inhibitors and Activators of Human alpha-Glucosidase From Spleen Homogenate. Potency, µM (series often up to 79.9 µM), without a hit: at the top dose activity change, negative = inhibition, hits mostly inhibitors. 0.006% of 240,000 active. Lysosomal alpha-glucosidase (Homo sapiens), P10253. human spleen homogenate, 4-MU-alpha-glucoside fluorescence;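 note: 0% = enzyme with vehicle and -100% = no enzyme basal signal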
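Human spleen homogenate (1 ug) incubated with compounds and 1 mM 4-methylumbelliferyl-alpha-D-glucopyranoside in pH 5.0 citrate/phosphate buffer, 37 C, 40 min. Stopped at pH 10; 4-MU fluorescence (Ex 365/Em 440 nm); AC50 by Hill fit.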
GAA inhib = qHTS Assay for Inhibitors of Human alpha-Glucosidase as a Potential Chaperone Treatment of Pompe Disease. Lysosomal alpha-glucosidase (Homo sapiens), P10253. purified human GAA, 4-MU-alpha-glucoside fluorescence. 0.005% of 200,000 active. Potency, µM (titrated, usually from 76.9 µM), without a hit: top-dose activity change, negative = inhibition, actives largely listed as inhibitors. AID 1466, 2008;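 note: plate controls were uninhibited enzyme wells for no effect and no-enzyme background for full effect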
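Endpoint fluorogenic read: 20 min room-temperature reaction of 4 nM human alpha-glucosidase with 400 uM 4-methylumbelliferyl-alpha-D-pyranoside, pH 5.0, quenched with 1M NaOH/1M glycine pH 10. AC50 from Hill modeling.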
L3MBTL1 block = qHTS Assay for the Inhibitors of L3MBTL1; Potency, µM (series often up to 57.1 µM), without a hit: top-dose activity, negative = inhibition, most hits filed as inhibitors; AID 485360, 2010; 0.66% of 230,000 active; AlphaScreen L3MBTL1–H3K9me1 peptide binding; note: nearly all actives have a fitted effect of over 60% in size
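Read-out is AlphaScreen signal from streptavidin donor and nickel chelate acceptor beads (10 ug/mL final each) bridging L3MBTL1 (50 nM) and biotinylated K9-monomethylated H3(1-15) peptide (75 nM), after 30 min compound exposure at room temperature.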
TexasRed fluor = Total Fluorescence Counterscreen for Inhibitors of the Interaction of Thyroid Hormone Receptor and Steroid Receptor Coregulator 2; 0.29% of 280,000 active; Potency, µM (doses to about 106 µM), for the others: at the highest dose fluorescence change, negative = quenching; AID 1479, 2009; TRb/SRC2 Texas Red total fluorescence interference; active = well fitted curve in either direction with a large enough effect; inconclusive = small, poorly fitted or top-dose-only effect
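Human TRb ligand-binding domain at 0.6 uM with 20 nM Texas Red SRC2 peptide in Tris buffer containing 1 uM T3 and 5% DMSO, incubated with compound 5 h at ambient temperature. Total fluorescence (555/632 nm) calculated as parallel + 2 × perpendicular.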
GAA glycogen = qHTS Assay for Inhibitors and Activators of Human alpha-Glucosidase Cleavage of Glycogen | Potency, µM (titrated, usually from 76.4 µM), without a hit: top-dose activity change, negative = inhibition, usual class: inhibitors | 0.38% of 300,000 active | recombinant GAA, glycogen substrate, Amplex Red glucose oxidase fluorescence;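 note: 0% = full enzyme reaction and -100% = no-enzyme basal signal; the screen sought inhibitors and activators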
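Recombinant human alpha-glucosidase (4 nM final) hydrolysed bovine liver glycogen (30 ug) for 40 min at 37 C in pH 5.0 citrate/phosphate with 0.01% Tween-20. Released glucose detected by glucose oxidase/Amplex Red, Ex 573/Em 610 nm. Compounds up to 77 uM; AC50 from Hill fits.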
RECQ1 helicase = qHTS Assay for Inhibitors of RecQ-Like Dna Helicase 1 (RECQ1) | ATP-dependent DNA helicase Q1 (Homo sapiens), P46063 | RECQ1 DNA unwinding, red fluorescence kinetic read | Potency, µM (highest dose often 57.3 µM), inactives show at the top dose activity, negative = inhibition, hits mostly inhibitors | 0.54% of 240,000 active | AID 2549, 2010;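 note: plate controls were vehicle for no effect and no enzyme for full effect; nearly all actives have a fitted effect of over 30% in size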
Target sequence (P46063 whole entry, looked up): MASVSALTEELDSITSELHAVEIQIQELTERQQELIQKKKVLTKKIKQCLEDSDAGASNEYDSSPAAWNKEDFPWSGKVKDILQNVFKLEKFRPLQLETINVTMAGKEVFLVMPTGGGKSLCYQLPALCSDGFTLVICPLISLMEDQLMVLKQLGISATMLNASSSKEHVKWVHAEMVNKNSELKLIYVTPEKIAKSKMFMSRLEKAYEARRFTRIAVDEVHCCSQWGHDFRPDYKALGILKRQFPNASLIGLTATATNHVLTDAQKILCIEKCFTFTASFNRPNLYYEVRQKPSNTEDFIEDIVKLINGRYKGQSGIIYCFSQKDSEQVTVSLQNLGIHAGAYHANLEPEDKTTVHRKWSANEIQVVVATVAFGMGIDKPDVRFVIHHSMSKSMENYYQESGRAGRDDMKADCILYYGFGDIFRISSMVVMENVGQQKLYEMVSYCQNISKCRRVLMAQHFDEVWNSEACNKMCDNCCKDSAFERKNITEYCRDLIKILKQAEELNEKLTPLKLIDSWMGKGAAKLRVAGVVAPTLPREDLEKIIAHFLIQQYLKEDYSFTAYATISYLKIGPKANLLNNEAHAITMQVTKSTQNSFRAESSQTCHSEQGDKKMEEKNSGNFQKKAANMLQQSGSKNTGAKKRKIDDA
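50 nM RECQ1T1 preincubated 15 min with compound in Tris pH 8.0 buffer with MgCl2, DTT, Tween-20 and 2.5 ug/ml poly(dI-dC); started with 200 nM TAMRA/BHQ-2 forked duplex and 2 mM ATP. Unwinding read as fluorescence (525/598 nm), two reads 2 h apart.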
GoLoco inh red = qHTS Assay for Inhibitors of RGS12 GoLoco Motif Activity (Red Fluorophore) | Gai1:RGS12 GoLoco peptide FP, rhodamine, 10 min | 0.44% of 230,000 active | Potency, µM (highest dose often 61.6 µM), for inactives: top-dose activity, negative = inhibition, usual class: inhibitors | Guanine nucleotide-binding protein G(i) subunit alpha-1 (Homo sapiens), P63096; active = well fitted inhibition curve with a large enough effect, not every such curve was filed as active; inactive = no such curve, though single readings can be large or run the other way; note: nearly all actives have a fitted effect of over 30% in size; many of its hits are not listed in these tables
Target sequence (P63096 whole entry, looked up): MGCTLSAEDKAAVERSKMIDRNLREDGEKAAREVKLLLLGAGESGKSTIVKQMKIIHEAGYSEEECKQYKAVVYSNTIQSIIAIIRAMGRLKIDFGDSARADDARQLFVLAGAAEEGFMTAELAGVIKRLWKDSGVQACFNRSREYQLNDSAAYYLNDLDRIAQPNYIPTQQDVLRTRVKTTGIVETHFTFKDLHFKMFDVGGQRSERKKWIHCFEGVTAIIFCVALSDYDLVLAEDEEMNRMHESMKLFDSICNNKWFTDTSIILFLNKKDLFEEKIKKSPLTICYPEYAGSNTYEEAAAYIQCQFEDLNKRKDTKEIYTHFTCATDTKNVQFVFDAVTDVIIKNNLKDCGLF
TRb SRC2 PPI = qHTS for Inhibitors of the Interaction of Thyroid Hormone Receptor and Steroid Receptor Coregulator 2; Potency, µM (titrated, usually from 106 µM), without a hit: at the top dose activity change, negative = inhibition, hits mostly inhibitors; TRbeta-SRC2 peptide binding, fluorescence polarization; receptor liganded with 1 µM T3; AID 1469, 2008; 0.065% of 280,000 active;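 note: plate controls were bound peptide for no effect and peptide without receptor for full effect; nearly all actives have a fitted effect of over 50% in size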
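Binding of a 20-amino-acid Texas Red SRC2 peptide (20 nM) to TRb ligand-binding domain (0.6 uM) with agonist T3 at 1 uM was followed by fluorescence polarization after a 5 hr room-temperature incubation.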
Numbers without * were called inactive; i = inactive; ? = inconclusive; nt = no result given; [ ] = dose if it differs, or a comment. Unless noted, calls come from the whole dose curve; as a rule, active = well fitted curve in the direction sought with a large enough effect; inconclusive = small, poorly fitted or top-dose-only effect, or another doubt; inactive = no such curve, though single readings can be large; an effect the other way counts as inactive or inconclusive. Unless noted, % is set by controls: 0 for no effect and ±100 for the full control effect; potency is the fitted concentration of half-maximal effect.

1: Cc1ccc2c(c1)n([O-])c1c([n+]2=O)CCCC1
2: Cc1cc(Cl)c(S(=O)(=O)NCCC(=O)O)cc1OCC(N)=O
3: Cc1ccc(CN2CC(C(=O)Nc3ccc(S(=O)(=O)Nc4cc(C)nc(C)n4)cc3)CC2=O)cc1 (stereo unspecified)
4: COCCN(C(=O)CSc1nnc(-c2ccccc2F)n1C)c1c(N)n(Cc2ccccc2)c(=O)[nH]c1=O
5: C=CCn1cnc2c(c1=O)c1nc3ccccc3nc1n2/N=C/c1cc(OC)c(OC)c(OC)c1
6: C=CCc1cccc(CNc2nc3ccccc3n2CC)c1O
7: Cc1ccnc(N/C=C(/NC(=O)c2ccccc2)C(=O)NN)n1
8: Cc1cc(=O)[nH]c(SCc2csc(-c3ccccc3)n2)n1

assay / entry	1	2	3	4	5	6	7	8
aGlu spleen mod	-5%	2%	11%	nt	-8%	2%	-4%	9%
GAA inhib	0%	0%	1%	-13%	-10%	?	-9%	3%
L3MBTL1 block	-2%	-2%	1%	-18%	0%	2%	2%	-2%
TexasRed fluor	2%	2%	-1%	0%	-3%	-2%	-1%	-1%[53 µM]
GAA glycogen	-9%	-3%	7%	1%	3%	-12%	?	0%
RECQ1 helicase	i	-10%	-8%	?	i	i	-10%	-9%
GoLoco inh red	-3%	-3%	nt	6%	13%	-6%	4%	-1%
TRb SRC2 PPI	-6%	-18%	-8%	-1%	-10%	-18%	-11%	3%[53 µM]

9: Cc1c2cnn(CC(=O)Nc3c(F)c(F)cc(F)c3F)c(=O)c2c(C)n1Cc1ccc(F)cc1
10: CCS(=O)(=O)N1CCC(C(=O)NC2CCCCC2)CC1
11: CC(C)c1ccccc1OCC(=O)NC1CCCc2ccccc21 (stereo unspecified)
12: O=C(COc1ccc2ccccc2c1Br)NNC(=O)Nc1ccccc1
13: CCOC(=O)COc1ccc(C(=O)NC2CCCCC2)cc1
14: NC(=O)c1ccc(Cc2ncc(C(F)(F)F)cc2Cl)s1
15: Cc1ccc(C2CC(=O)Nc3cc4c(cc32)OCO4)o1 (stereo unspecified)
16: CC(C(=O)Nc1ccc2c(c1)OCO2)N1CCN(C)CC1 (stereo unspecified)

assay / entry	9	10	11	12	13	14	15	16
aGlu spleen mod	2%	-1%	-6%	5%	-3%	3%	0%	-4%
GAA inhib	0%	?	-7%	-2%	2%	2%	2%	1%[15.4 µM]
L3MBTL1 block	-2%	-11%	11%	-6%	13%[11.4 µM]	-3%	nt	3%
TexasRed fluor	-4%	-3%	3%	-3%	-5%	1%	3%	0%
GAA glycogen	10%	2%	0%	12%	-2%	9%	-1%	-1%
RECQ1 helicase	i	-3%	-6%	-4%	5%	-1%	i	-4%
GoLoco inh red	6%	1%	12%	8%	-35%	2%	12%	-4%
TRb SRC2 PPI	0%	-10%	-9%	4%	10%	4%	6%	-5%

Structures from the list above containing a Cl atom (2):
2: Cc1cc(Cl)c(S(=O)(=O)NCCC(=O)O)cc1OCC(N)=O
14: NC(=O)c1ccc(Cc2ncc(C(F)(F)F)cc2Cl)s1

assay / entry	2	14
aGlu spleen mod	2%	3%
GAA inhib	0%	2%
L3MBTL1 block	-2%	-3%
TexasRed fluor	2%	1%
GAA glycogen	-3%	9%
RECQ1 helicase	-10%	-1%
GoLoco inh red	-3%	2%
TRb SRC2 PPI	-18%	4%

An excerpt from above, showing only GoLoco inh red:
entry | Compound | GoLoco inh red
11 | CC(C)c1ccccc1OCC(=O)NC1CCCc2ccccc21 (stereo unspecified) | 12%
12 | O=C(COc1ccc2ccccc2c1Br)NNC(=O)Nc1ccccc1 | 8%
13 | CCOC(=O)COc1ccc(C(=O)NC2CCCCC2)cc1 | -35%

(continued)
17: O=c1oc2ccccc2cc1-c1nc2ccccc2o1
18: Cc1ccc2c(c1)nnn2C1CCN(C(=O)c2cccs2)CC1
19: Cc1sc2ncnc(N(C)Cc3ccco3)c2c1C
20: COC(=O)c1ccc(NC(=O)Cn2nc(SC)n(N)c2=S)cc1
21: CCOC(=O)C(Cc1ccccc1)C(=O)Nc1ccc(NC(=O)C(Cc2ccccc2)C(=O)OCC)cc1 (stereo unspecified)
22: COCCOC(=O)c1c(C)oc2ccc(NS(=O)(=O)c3ccc(C)cc3)cc12
23: COCCOc1cc(-n2cccc2)c(Cl)cc1Cl
24: COC(=O)c1sc(C(=O)OC)c(C(=O)OC)c1C(=O)OC

assay / entry	17	18	19	20	21	22	23	24
aGlu spleen mod	?	0%	-2%	-3%	5%	-2%	1%	5%
GAA inhib	?	-11%	-1%	-2%	0%	nt	2%	4%
L3MBTL1 block	11%	6%	nt	-6%	-3%	nt	37%[activator]	-11%
TexasRed fluor	-7%	1%	-1%	-2%	1%	0%	-2%	-4%
GAA glycogen	4%	8%	5%	4%	7%	?	-11%	7%
RECQ1 helicase	i	2%	-6%	i	-5%	-18%	-2%	2%
GoLoco inh red	7%	6%	-1%	23%	0%	8%	-4%	1%
TRb SRC2 PPI	8%	9%	1%	-6%	-31%	-8%	2%	9%

25: COc1cc2c(cc1OC)CN(C(C)C(=O)Nc1ccc(NC(C)=O)cc1)CC2 (stereo unspecified)
26: CCOC(=O)c1sc(=S)n(C)c1NC(=O)c1ccccc1Cl
27: Nc1nnc(SCC(=O)OCc2ccccc2)s1
28: O=C1CS/C(=N/N=C/c2ccncc2)N1
29: CC(C)N1CCN(Cc2ccc(Sc3nncn3C)o2)CC1CCO (stereo unspecified)
30: O=C1NC2(CCCC2)N=C1c1ccc(Cl)cc1
31: COc1ccc(NC(=O)CSc2ncc(-c3ccc(F)cc3)n2Cc2ccco2)cc1
32: COC(=O)c1ccc(S(=O)(=O)NCc2ccccn2)n1C

assay / entry	25	26	27	28	29	30	31	32
aGlu spleen mod	-9%	-5%	-6%	-19%	3%	-1%	-4%	-7%
GAA inhib	-1%	2%	6%	-2%	nt	4%	0%	nt
L3MBTL1 block	nt	14%	4%	10%	-6%	-1%	?	nt
TexasRed fluor	-2%	-3%	-1%[53 µM]	3%	-2%	3%	-3%	0%
GAA glycogen	-1%	10%	-1%	3%	3%	1%	-15%	9%
RECQ1 helicase	-1%	-2%	i	-10%	5%	i	i	-9%
GoLoco inh red	2%	0%	9%	7%	-1%	-5%	-5%	-4%
TRb SRC2 PPI	0%	-2%	9%[53 µM]	1%	6%	1%	-9%	-4%

33: Cc1cc(C(=O)OCC(=O)c2ccc(Cl)c([N+](=O)[O-])c2)c2cccc(C)c2n1
34: COc1ccc(CCNC(=O)C(NS(=O)(=O)c2ccc3c(c2)CCN3C(C)=O)C(C)C)cc1OC (stereo unspecified)
35: OC(COCc1ccc(Cl)cc1)CN1CCN(c2ccccn2)CC1 (stereo unspecified)
36: CC(C)COP(=O)(OCC(C)C)C(Nc1ccccc1)c1ccc2c(c1)OCO2 (stereo unspecified)
37: COc1cc2nc(NCC3CCCO3)n3nc(-c4cccnc4)nc3c2cc1OC (stereo unspecified)
38: O=c1nc(/C=C/c2ccc(O)c(O)c2)oc2ccccc12
39: O=C1/C(=C/c2cccnc2)Oc2cc(OS(=O)(=O)c3ccccc3)ccc21
40: Cc1cccc(OCC(=O)Nc2nc3ccc([N+](=O)[O-])cc3s2)c1C

assay / entry	33	34	35	36	37	38	39	40
aGlu spleen mod	0%	-2%	-7%	-10%	3%	-17%	-7%	2%
GAA inhib	0%	-1%	?	-9%	-4%	nt	?	-5%
L3MBTL1 block	?	nt	-2%	-7%	nt	28µM*	nt	3%
TexasRed fluor	-2%	0%	7%	-1%	-5%	-6%	1%	2%
GAA glycogen	9%	1%	-9%	-11%	-2%	7.1µM*	-17%	-5%
RECQ1 helicase	18µM*	-1%	3%	-13%	i	1%	-10%	-4%
GoLoco inh red	26%	3%	3%	-1%	-9%	0%	9%	3%
TRb SRC2 PPI	3%	-1%	2%	2%	4%	8%	-8%	-10%

41: O=C(N/N=C/c1ccc2cccnc2c1)c1ccco1
42: O=C(Nc1cccnc1)c1cc(-c2ccco2)on1
43: Cc1nc2nc(CSc3ccc(Cl)cc3)cc(=O)n2[nH]1
44: C1OCOCO1
45: C=CCN(C(=O)Nc1ccccc1)C1CC(=O)N(c2ccc(OC)cc2)C1=O (stereo unspecified)
46: O=C(NCCCN1CCCC1=O)NC1CCCCC1
47: O=C(NC1CCN(C(=S)NCc2ccco2)CC1)C12CC3CC(CC(C3)C1)C2

assay / entry	41	42	43	44	45	46	47
aGlu spleen mod	7%	5%	-12%	-7%	-15%	1%	7%
GAA inhib	-3%	-7%	-3%	nt	-2%	-10%	2%
L3MBTL1 block	nt	-2%	5%	nt	-5%	nt	-13%
TexasRed fluor	0%	4%	1%	-4%	0%	0%	-2%
GAA glycogen	7%	1%	-2%	nt	1%	6%	2%
RECQ1 helicase	-4%	i	2%	-18%	-15%	i	-3%
GoLoco inh red	14%	19%	10%	6%	-1%	-2%	-2%
TRb SRC2 PPI	2%	4%	-3%	3%	-18%	-9%	-8%

The list is partial. The share of hits here may be higher or lower than overall.
